Apoferritin bind: binds horse apoferritin like a general anesthetic. Potency, µM (highest dose often 77.5 µM), inactives show at the highest dose activity change, negative = displacement, actives largely listed as inhibitors. AID 485281. hit rate 0.074% among 350,000. apoferritin/1-aminoanthracene competitive binding, fluorescence; note: potency is the fitted concentration of half-maximal effect; % is set by controls: 0 for no effect and ±100 for the full control effect; nearly all actives have a fitted effect of over 20% in size
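10 uM apoferritin + 50% sat. 1-AMA, PBS; cpd 10 min RT; Ex380/Em535 endpoint; normalized to free probe vs complex; 4-param Hill fit; propofol titration as pos. ctrl.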
APEX1 inh: APE1 (human) endonuclease inhibition. recombinant APE1, TAMRA/BHQ-2 abasic DNA cleavage fluorescence. P27695. AID 2517. hit rate 0.35% among 350,000. Potency, µM (highest dose often 65.8 µM), for inactives: at the top dose activity change, negative = inhibition, usual class: inhibitors;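 note: potency is the fitted concentration of half-maximal effect; plate controls were vehicle for no effect and reference inhibitor for full effect; nearly all actives have a fitted effect of over 55% in size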
Target sequence (P27695 whole entry, looked up): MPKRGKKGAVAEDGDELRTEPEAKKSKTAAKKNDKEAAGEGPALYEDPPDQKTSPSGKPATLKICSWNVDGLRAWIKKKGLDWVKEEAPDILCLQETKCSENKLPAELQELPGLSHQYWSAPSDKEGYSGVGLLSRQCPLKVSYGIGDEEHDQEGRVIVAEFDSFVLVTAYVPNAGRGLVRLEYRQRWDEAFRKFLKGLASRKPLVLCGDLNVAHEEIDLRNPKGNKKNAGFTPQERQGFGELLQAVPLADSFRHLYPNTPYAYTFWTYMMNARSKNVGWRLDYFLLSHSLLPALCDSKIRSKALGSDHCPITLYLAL
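Activity was derived from the fluorescence gain between first and third kinetic reads (60 s intervals, ex 525/em 598 nm) after 50 nM THF-abasic TAMRA/BHQ-2 duplex was added to 0.75 nM APE1 preincubated 15 min with compound.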
Pol iota inh: inhibitors of human DNA polymerase iota; Pol iota fluorescent replication assay, 10 min; Q9UNA4; AID 588590; hit rate 1% among 390,000; Potency, µM (doses to about 115 µM), for inactives: at the highest dose activity, negative = inhibition, most hits filed as inhibitors; note: potency is the fitted concentration of half-maximal effect
Target sequence (Q9UNA4 whole entry, looked up): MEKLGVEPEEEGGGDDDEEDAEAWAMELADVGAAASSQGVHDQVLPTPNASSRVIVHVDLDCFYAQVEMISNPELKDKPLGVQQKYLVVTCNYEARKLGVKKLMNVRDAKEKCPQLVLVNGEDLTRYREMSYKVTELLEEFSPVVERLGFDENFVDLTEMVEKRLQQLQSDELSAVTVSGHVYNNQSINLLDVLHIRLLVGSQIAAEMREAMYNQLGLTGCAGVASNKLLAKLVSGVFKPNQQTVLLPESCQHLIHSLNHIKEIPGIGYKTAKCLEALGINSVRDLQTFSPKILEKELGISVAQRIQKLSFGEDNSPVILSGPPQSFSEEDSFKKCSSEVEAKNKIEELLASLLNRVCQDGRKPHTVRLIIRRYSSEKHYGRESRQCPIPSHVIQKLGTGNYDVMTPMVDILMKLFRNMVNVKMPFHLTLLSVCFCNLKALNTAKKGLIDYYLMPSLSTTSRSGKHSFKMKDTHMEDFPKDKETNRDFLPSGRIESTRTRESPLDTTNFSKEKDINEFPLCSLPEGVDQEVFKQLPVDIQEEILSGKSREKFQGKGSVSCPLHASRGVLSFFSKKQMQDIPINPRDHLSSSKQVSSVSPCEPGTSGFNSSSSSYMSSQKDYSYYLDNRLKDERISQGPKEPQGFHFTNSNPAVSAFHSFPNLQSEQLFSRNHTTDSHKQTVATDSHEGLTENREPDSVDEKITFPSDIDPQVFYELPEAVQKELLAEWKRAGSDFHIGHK
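Pol iota at 10 nM preincubated 15 min with compounds at room temperature; reaction started with fluorescent substrate, 50 nM final. Fluorescence read kinetically at 0 and 10 min; buffer-only wells as negative control.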
Pol beta inh: inhibitors of human DNA polymerase beta | Potency, µM (top dose mostly 114 µM), for the others: top-dose activity change, negative = inhibition, hits mostly inhibitors | AID 485314 | Pol beta primer extension/strand displacement, fluorescence kinetic | hit rate 1.3% among 340,000 | P06746; note: potency is the fitted concentration of half-maximal effect; % is set by controls: 0 for no effect and ±100 for the full control effect
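Homogeneous kinetic assay of primer extension and strand displacement by 10 nM Pol beta, preincubated 15 min at room temperature with compound before 50 nM substrate (final) was added. Read at 0 and 10 min; four-parameter Hill fit.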
Pol eta inh: blocks human DNA polymerase eta activity; Q9Y253; recombinant Pol eta, fluorescent DNA replication assay; Potency, µM (series often up to 114 µM), for the others: at the top dose activity change, negative = inhibition, actives largely listed as inhibitors; hit rate 1.2% among 390,000; AID 588591; note: potency is the fitted concentration of half-maximal effect; % is set by controls: 0 for no effect and ±100 for the full control effect
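Pol eta (10 nM) was preincubated with compounds for 15 min at room temperature, after which fluorescent replication substrate (50 nM final) was added to start the reaction. Fluorescence was read kinetically at 0 and 10 min.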
Glioma ERSR ind: ER stress response induction in glioma; U87-MG GRP78 promoter luciferase reporter, 16 h; Potency, µM, inactives show top-dose activation, hits mostly activators; hit rate 0.02% among 420,000; note: potency is the fitted concentration of half-maximal effect; series mostly up to about 76 µM; % of control where 0% means no effect; nearly all actives have a fitted effect of over 35% in size
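Stably transfected U87-MG human glioma cells carrying a GRP78-based luminescent sensor were seeded at 1000 cells/well, pin-dosed with compounds and incubated 16 h. Luciferase reagent was then added, and end-point luminescence was read after 10 min at room temperature.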
BLM inh: blocks DNA unwinding by human BLM helicase; P54132; recombinant BLM DNA unwinding, fluorescence dequenching; Potency, µM (titrated, usually from 56.1 µM), without a hit: at the highest dose activity change, negative = inhibition, actives largely listed as inhibitors; hit rate 0.2% among 350,000;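 note: potency is the fitted concentration of half-maximal effect; plate controls were vehicle for no effect and no enzyme for full effect; nearly all actives have a fitted effect of over 35% in size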
POLK inh: inhibitors of human DNA polymerase kappa; purified Pol kappa, fluorescent DNA synthesis assay, 10 min; Potency, µM (doses to about 107 µM), without a hit: top-dose activity, negative = inhibition, actives largely listed as inhibitors; hit rate 0.53% among 400,000; note: potency is the fitted concentration of half-maximal effect; % is set by controls: 0 for no effect and ±100 for the full control effect
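50 nM final substrate added after 15 min RT preincubation of 10 nM Pol kappa with compound; fluorescence read at 0 and 10 min.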
LDHA inh: LDHA (human) enzyme inhibition. purified LDHA, NADH/diaphorase-resazurin fluorescence; hits give low values. activity change, % (values are at about 110 or 230 µM). hit rate 0.15% among 480,000; in the data active = activity change below about -30%; inconclusive = mostly about -25% to -30%;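 note: plate controls were DMSO wells for no effect and wells without enzyme for full effect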
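Enzyme activity of human lactate dehydrogenase 5 (2 nM; 0.06 mM NADH, 0.2 mM pyruvate, 5 min, RT) is measured via a resazurin/diaphorase fluorescence readout of residual NADH.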
* marks the source's active call; other numbers are inactive results; ? = inconclusive; . = not tested or not shown; & = joins results of further samples; [ ] = dose if it differs, or a comment. Unless noted, calls come from the whole dose curve; as a rule, active = well fitted curve in the direction sought with a large enough effect; inconclusive = small, poorly fitted or top-dose-only effect, or another doubt; inactive = no such curve, though single readings can be large; an effect the other way counts as inactive or inconclusive.

Second line of a record: Apoferritin bind	APEX1 inh	Pol iota inh	Pol beta inh	Pol eta inh	Glioma ERSR ind	BLM inh	POLK inh	LDHA inh
NS(=O)(=O)c1ccc(CCNC(=O)c2ccccc2OCc2ccc(F)cc2)cc1
    131%[activator]	7%	-16%	?	0%	-4%	-6%	-11%	-3
CCCCOC(=O)c1ccc(NC(=O)c2c(OC)cccc2OC)cc1
    -16%	?	4%	-19%	-9%	0%	-16%	-12%[60.1 µM]	-1
CN(C)c1ccc(C=NCC2(O)CCOC(C)(C)C2)cc1 (configuration not stated)
    -6%	18%	16%	-9%	6%	-2%	3%	-5%	-3
Cc1cccc(NC(=O)c2cc(-c3c(C)cc(C)cc3O)n[nH]2)c1
    -15%	8%	20%	4%	-4%	4%	-4%	-3%	-1
CC(=O)Nc1ccc(NC(=O)CSc2nnnn2-c2ccccc2F)cc1
    -5%	17%	-5%	32%	-9%	-1%	-6%	5%	-2
CCN(CC)S(=O)(=O)c1cc(OC)c(Cl)cc1OC
    -5%	5%	106%[activator]	-23%	-19%	-3%	-2%	-11%	-5
O=C(CCc1ccc(S(=O)(=O)NC2CCCCC2)cc1)Nc1ccccc1
    -5%	1%	11%	?	-18%	-3%	-3%	-14%	-7
O=C(c1cnc(-c2ccccc2)s1)c1ccc(Cl)cc1Cl
    -23%	-4%	1%	27%	-15%	0%	-2%	-18%	-9
CC(C)N1C(=O)C2C(C(=O)NC3CCCCC3)C3C=CC2(O3)C1C(=O)NC1CCCCC1 (configuration not stated)
    -8%	6%	6%	30%	5%	-6%	0%	-1%	-6
Cc1ccc(C(=O)N/C(=C\c2cccs2)C(=O)NCCc2c[nH]c3ccccc23)cc1
    -17%	-2%	7%	-18%	-20%	-1%	-12%	-9%	0
COc1ccc(-c2nnc(SCC(C)C)o2)cc1
    2%	4%	38%[activator]	12%	-10%	-3%	-5%	-7%	-5
CCCCCCCCCCCCCCCC(=O)OC[C@H](COP(=O)([O-])OCC[N+](C)(C)C)OC(=O)CCCCCCCCCCCCCCC
    2%	19%	.	16%	.	.	3%	.	.
CC1(C)CC2(CCO1)OC(=O)CC2C(=O)NCc1ccccc1 (configuration not stated)
    -3%	1%	3%	73%	7%	-1%	-2%	1%	-6
C=CCOc1nc2c(c(=O)n(C)c(=O)n2C)n1Cc1ccccc1Cl
    -1%	-1%	-1%[58.9 µM]	-12%	-3%	-3%	-4%	-1%	-3
CCNS(=O)(=O)c1ccc(CCC(=O)NCCC2=CCCCC2)cc1
    -7%	-3%	16%	27%	-12%	-3%	0%	4%	-6
Cc1oc(-c2ccccc2F)nc1CS(=O)CC(=O)NCCN1CCCCC1C (configuration not stated)
    35%[activator]	74%[activator]	35%[activator]	5%	-11%	0%	3%	14%	-1
Cc1cccc(S(=O)(=O)NNC(=O)Cc2cccn2C)c1
    -4%	1%	?	25%	-1%	-2%	0%	5%	-1
CC1C2CC(C(S(=O)(=O)N3CCOCC3)C2=O)C1(C)C (configuration not stated)
    -5%	12%	-9%	40%	-7%	-4%	-2%	1%	3
Cc1ccc(S(=O)(=O)N2CCCCC2CCNC(=O)C(=O)NC2CC2)cc1 (configuration not stated)
    .	13%	-4%	.	-7%	0%	.	-2%	-5
CS(=O)(=O)C1=NSC2=NC(=O)/C(=C\c3cccn3-c3ccccc3Cl)C(=N)N21
    ?	-8%	?	35µM*	40µM*	-1%	-29%	?	-2
COc1ccc(NC(=O)CN2CCc3ccccc3C2)cc1OC
    -9%	1%	26%	13%	-18%	0%	-5%	6%	0
Cc1cc(O)c(C(C[N+](=O)[O-])c2ccc(Cl)cc2Cl)c(=O)o1 (configuration not stated)
    7%	2%	?	-18%	1%	-4%	2%	-3%	2
CNC(=O)C(C)NS(=O)(=O)c1ccc(F)cc1 (configuration not stated)
    -13%	3%	-3%[58.9 µM]	43%	-12%	-6%	-2%	-10%	-2
Cc1ccc(C(=O)N2CCN(C(=O)c3ccco3)CC2)cc1NC(=O)c1ccco1
    -3%	5%	40%[activator]	-3%	-6%	-1%	-3%	-2%	-3
CC(=O)Nc1cccc(NC(=S)Nc2cccc3ccccc23)c1
    -9%	9%	38%[activator]	9%	5%	10%	-8%	4%	6
O=C(O)c1ccc(/C=N/NC(=O)C(O)(c2ccccc2)c2ccccc2)cc1
    -6%	25%	1%	4%	0%	-2%	-1%	-11%	-5
CCOc1ccc(NC(=O)CCS(=O)(=O)c2ccc3c(c2)CCCN3C(=O)CC)cc1
    -3%	11%	8%	-1%	-10%	-7%	-2%	4%	3
Cc1cc([N+](=O)[O-])nn1CC(=O)Nc1ccc(F)cc1
    -8%	-1%	202%[activator]	-1%	-11%	-4%	-1%	-2%	-4
Cc1ccc(S(=O)(=O)NCCN=C(CN2CCOCC2)NS(=O)(=O)c2ccc(C)cc2)cc1
    1%	-1%	15%	12%	-6%	-3%	-4%	-3%	3
C=CCOc1cccc(C2NC(=O)c3ccccc3O2)c1 (configuration not stated)
    -18%	9%	-16%	13%	-8%	2%	-2%	2%	1
CCn1cc(CN2CCc3c([nH]c4ccccc34)C2c2cccc(OC)c2)c(C)n1 (configuration not stated)
    5%	5%	-26%	-2%	-11%	-3%	-1%	-13%	-10
COc1cc(OC)c(C#N)c(S(=O)(=O)Cc2ccccc2)c1
    -17%	0%	-9%	7%	3%	-4%	-6%	-5%	0
COCCCNC(=O)C(=O)Nc1cc2c3c(c1)CCC(=O)N3CCC2
    11%	-8%	-3%	-3%	-8%	1%	0%	12%	-1
COc1ccc(S(=O)(=O)NCCSCc2ccco2)cc1C
    .	.	-9%	.	-5%	0%	.	-7%	3
CCOc1ccc(NC(=O)Cn2c(=O)oc3cc(Cl)ccc32)cc1
    -3%	-13%	23%	2%	?	-4%	-3%	7%	1
C=CCNC(=O)c1ccc2nc(-c3ccco3)c(-c3ccco3)nc2c1
    .	.	?	.	.	-1%	.	?	7
O=c1oc2ccccc2c(O)c1/C=C1\C=Nc2ccccc21
    -14%	24%	?	-14%	9%	?	2%	-14%	2
COc1cccc(NC(=O)CN(C)C(C)C(=O)Nc2ccc(C#N)cc2)c1 (configuration not stated)
    -9%	4%	98%[activator]	11%	-2%	8%	-3%	-6%	-10
CCc1ccc(NC(=O)C2CCCN(S(=O)(=O)c3c(C)noc3/C=C/N(C)C)C2)cc1 (configuration not stated)
    -8%	.	29%	16%	-9%	0%	-9%	0%	-3
Cc1nc2ccc(S(=O)(=O)NC(C(=O)N3CCn4c3nc3ccccc34)C(C)C)cc2s1 (configuration not stated)
    -6%	-1%	-24%	26%	-10%	0%	-3%	-7%	-2
CCC(=O)Nc1ccc(C(=O)Nc2ccc(Br)cc2F)cc1
    -1%	?	30%	?	-11%	4%	-13%	5%[60.1 µM]	0
CC1c2cc3c(cc2CCN1C(=O)c1ccc(Br)cc1)OCCCO3 (configuration not stated)
    -12%	-7%	-29%	32%	-11%	-4%	-4%	3%	2
Cc1[nH]n2c(=O)c3c(nc2c1-c1ccccc1)CCC3
    -1%	12%	-5%	13%	-9%	-4%	-1%	-24%	-2
COc1cc(Cl)c(C)cc1NC(=O)COC(=O)C1CC1C (configuration not stated)
    .	-3%	-10%	.	1%	0%	.	-6%	-1
CC1Cc2cc(S(=O)(=O)N3CCC(C(=O)N(C)Cc4ccccc4)CC3)ccc2N1C(=O)C1CC1 (configuration not stated)
    -1%	12%	25%	17%	-9%	1%	-7%	-2%	-4
O=c1cc(-c2cccc(O)c2)oc2cc(O)ccc12
    .	-5%	.	.	.	3%	-8%	-12%[19.4 µM]	.
CCCCn1c(C)cc2c(c1=O)C1O[C@](CCCC)(Cc3cc(C#N)ccc31)O2
    -23%[15.3 µM]	-16%[12.4 µM]	.	12%[22.9 µM]	.	.	-14%[12.4 µM]	.	.
O=C(CSc1nnnn1C1CCCC1)Nc1ccc(F)cc1
    -17%	0%	3%	1%	-11%	-1%	-3%	1%	-5
Cc1ccc(SCC(=O)Nc2ccc(C(=O)Nc3ccc(O)cc3)cc2)cc1
    -3%	7%	-28%	?	-14%	-1%	-11%	0%	-4
Cc1ccc(SC(C)C(=O)NCc2ccc(F)cc2)cc1 (configuration not stated)
    -6%	5%	60%[activator]	14%	-10%	0%	-3%	-10%	-5
CCOC(=O)C1=C(C)NC2=C(C(=O)CCC2)C1c1cccnc1 (configuration not stated)
    91%[activator]	1%	-7%[58.9 µM]	0%	-9%	-4%	-3%	3%	-3&1
O=C(c1ccc(S(=O)(=O)N2CCOCC2)cc1)N1CCN(c2ccc(F)cc2)CC1
    -12%	-5%	17%	16%	-1%	-3%	0%	-1%	-3
C/C(=N\NC(=S)Nc1cccc(C)c1)c1ccco1
    -7%	4%	55%[activator]	31%	-20%	-2%	3%	-3%	-11
COc1cc(C(=O)Nc2cc(C(F)(F)F)ccc2-n2cncn2)cc(OC)c1OC
    -19%	-3%	14%	-15%	-5%	-3%	0%	-4%	-3
COc1ccccc1NC(=O)CSc1nnc(Cc2ccccc2)o1
    -18%	-3%	18%	29%	6%	-3%	2%	-4%	-10
O=C(NCCCN1CCCCC1)C1CCCN(c2ncnc3c2nc2n3CCCCC2)C1 (configuration not stated)
    -5%	33%	39%[activator]	?	2%	-4%	1%	6%	1

By substructure, the entries above with a nitro group on carbon (2)
Second line of a record: Apoferritin bind	APEX1 inh	Pol iota inh	Pol beta inh	Pol eta inh	Glioma ERSR ind	BLM inh	POLK inh	LDHA inh
Cc1cc(O)c(C(C[N+](=O)[O-])c2ccc(Cl)cc2Cl)c(=O)o1 (configuration not stated)
    7%	2%	?	-18%	1%	-4%	2%	-3%	2
Cc1cc([N+](=O)[O-])nn1CC(=O)Nc1ccc(F)cc1
    -8%	-1%	202%[activator]	-1%	-11%	-4%	-1%	-2%	-4

Source: PubChem

Some of the compounds tested; rates above refer to the full screens.
